IEC-6 tox: cytotoxicity in IEC-6 intestinal epithelial cells, primary screen, cytotoxicity control for KLF5 inhibitor project, cell-based, luminescence. inhibition, % at 5 µM. AID 1825, 2009. IEC-6 cytotoxicity, luminescence viability. hit rate 0.78% among 290,000; in the data active = inhibition above about 22%;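 also: 0% = plate median of test compound wells and 100% = cytotoxic reference compound wells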
aSyn UTR inh: MLPCN primary screen, SNCA 5' untranslated region | alpha-synuclein 5'UTR reporter, inhibitor activity | inhibition, % (tested at 7.5 µM) | hit rate 0.82% among 300,000; in the data active = inhibition above about 60%; inconclusive = no clear call, values can overlap the other calls;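 also: H4 neuroglioblastoma cells stably carrying SNCA 5'UTR luciferase fusion; 0% = DMSO wells and 100% = positive control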
GSK3 alpha inh: blockers of GSK3A enzyme activity – biochemical, luminescence, cell-free homogeneous, HTS, primary screen | hit rate 0.1% among 320,000 | GSK-3 alpha kinase, ADP-Glo luminescence, 60 min | inhibition, % at 10 µM;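 in the data active = inhibition above about 50%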;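 also: GST-tagged GSK-3 alpha with peptide substrate and 25 µM ATP; 0% = DMSO neutral wells and 100% = GW8510 positive control wells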
Target sequence (P49840 whole entry, looked up): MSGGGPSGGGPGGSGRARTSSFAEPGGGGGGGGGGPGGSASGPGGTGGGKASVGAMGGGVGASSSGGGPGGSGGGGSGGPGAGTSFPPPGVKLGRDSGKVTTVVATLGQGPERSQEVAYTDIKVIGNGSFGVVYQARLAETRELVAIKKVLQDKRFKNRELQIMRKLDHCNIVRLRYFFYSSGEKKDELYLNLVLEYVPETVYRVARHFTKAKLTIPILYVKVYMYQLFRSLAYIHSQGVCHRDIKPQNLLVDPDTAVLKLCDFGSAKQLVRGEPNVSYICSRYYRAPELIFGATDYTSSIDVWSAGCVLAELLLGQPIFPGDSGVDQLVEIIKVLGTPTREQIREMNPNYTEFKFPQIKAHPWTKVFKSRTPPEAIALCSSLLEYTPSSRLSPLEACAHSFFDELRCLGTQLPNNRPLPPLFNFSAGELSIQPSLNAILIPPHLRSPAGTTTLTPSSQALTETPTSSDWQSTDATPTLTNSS
HSF1 inhib: HSF1 inhibitors in luciferase reporter cells, primary screen, cell-based, NIH3T3, luminescence. NIH3T3-HGL HSE-luciferase, MG132-induced, luminescence 8 h; active compounds read low. activity change, negative = inhibition, % at 7.5 µM (by protocol). hit rate 0.77% among 300,000;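 active = more than half of replicate wells show activity change below -50%, luminescence cut by over half; inconclusive = some wells, but at most half, below -50%; inactive = no replicate well below -50%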;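 also: luciferase reports HSF-1 transcriptional activity via heat shock element; 0% = median of DMSO wells and -100% = zero luminescence signal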
HSP90 refold inh: HSP90 inhibitors, primary screen, cell lysate, luminescence. Heat shock protein HSP 90 (rabbit reticulocyte lysate; luciferase refolding). Rabbit reticulocyte lysate, luciferase refolding luminescence, 3 h. inhibition, % at 5.6 µM. hit rate 0.91% among 290,000. AID 1789, 2009;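 active = inhibition above the screen-wide mean plus 3 SD, computed separately per campaign, cut at about 16% in these data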;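 also: 0% = DMSO wells and 100% = 60 µM geldanamycin wells; inhibitors lower the luminescence because luciferase stays unfolded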
GSK3B inh: human GSK3beta kinase inhibitors, primary screen, biochemical, cell-free homogeneous, HTS. GST-GSK3beta kinase, ADP-Glo luminescence, 60 min; active compounds read low. hit rate 0.038% among 300,000. activity score (negative = inhibition), % at 10 µM. Glycogen synthase kinase-3 beta (Homo sapiens), P49841;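 active = more than half of replicate wells score below -50%, meaning over 50% inhibition versus plate controls; inconclusive = some replicates but at most half score below -50%; inactive = no replicate scores below -50%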;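 also: 0% = median DMSO wells and -100% = median GW8510 positive control wells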
Target sequence (P49841 whole entry, looked up): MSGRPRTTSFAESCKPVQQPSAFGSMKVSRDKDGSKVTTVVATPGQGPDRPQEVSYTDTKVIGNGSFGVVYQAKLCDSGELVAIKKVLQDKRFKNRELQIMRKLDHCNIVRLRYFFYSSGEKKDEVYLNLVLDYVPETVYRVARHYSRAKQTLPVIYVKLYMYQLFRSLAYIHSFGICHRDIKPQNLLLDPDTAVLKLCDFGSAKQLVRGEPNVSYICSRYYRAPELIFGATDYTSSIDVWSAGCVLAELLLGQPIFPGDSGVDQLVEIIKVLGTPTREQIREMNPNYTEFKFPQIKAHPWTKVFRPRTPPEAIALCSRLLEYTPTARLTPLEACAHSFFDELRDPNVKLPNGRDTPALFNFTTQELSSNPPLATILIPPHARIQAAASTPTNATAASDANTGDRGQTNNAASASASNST
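Assay system: GST-fused GSK3beta enzyme, cell-free / Medium: Tris pH 7.5 buffer with MgCl2, DTT, BSA, heparin / Also added: peptide substrate plus 25 µM ATP (final) / Compound: 10 µM single point / Timing: kinase reaction with compound 60 min at room temperature / Detection: ADP-Glo luminescence / Benchmarks: DMSO neutral wells and GW8510 at 20 µM as positive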
KLF5 inh: KLF5 expression inhibitors, primary screen, DLD-1 cells, luminescence | hit rate 0.23% among 290,000 | DLD-1 KLF5 promoter-luciferase reporter | inhibition, % at 5 µM | AID 1700, 2009;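 active = inhibition above a per-plate limit of that plate's mean compound inhibition plus 3 SD, cut at about 60% in these data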;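 also: 0% = DMSO wells and 100% = LY294002 at 200 µM; higher means less KLF5 promoter-driven luciferase light; inactives centre near -14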
HIF activator: HIF pathway transcriptional activators, primary screen, cell-based, U2OS HRE-luciferase, luminescence. U2OS HRE-luciferase reporter; normalized: DMSO 0%, desferrioxamine 100%. AID 1910, 2009. hit rate 0.32% among 300,000. activation, % at 7.5 µM (by protocol);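 active = mean activation of at least 10% of the iron chelator positive control signal, with at least half of replicates also reaching 10%; inconclusive = mean and replicate majority disagree about reaching 10%; inactive = mean and most replicates under 10%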
HSF-1 act: HSF-1 activators, primary screen, NIH3T3-HGL cells, MG132 stress, luminescence, single point; NIH3T3-HGL HSF-1 luciferase reporter, 8 h; 100% = twice DMSO control signal; activation, % at 9 µM; hit rate 1.7% among 300,000; AID 504408, 2011;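 active = mean replicate activation of at least 50% with a set share of replicates each reaching 50%; inconclusive = only one of those two conditions met; inactive = mean below 50% and too few replicates reaching it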;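 also: 0% = median of the neutral control wells and 100% = twice that signal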
AI-2 QS modul: Vibrio harveyi AI-2 quorum sensing modulators, primary screen, JMH597 strain, luminescence/OD600 ratio | hit rate 0.4% among 300,000 | activity change, % at 7.5 µM | Vibrio harveyi JMH597 AI-2 luminescence/OD600 ratio, 9 h; active compounds read low; strain lacks LuxN and CqsS sensors; 0 = neutral-control median; in the data active = activity change below about -75%, passing the limit was not always enough; inconclusive = no clear call, values can overlap the other calls;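 also: luminescence divided by OD600 gain over 9 h not by final OD600 alone; inactives centre near 13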
* hit, by the source's call; ? = inconclusive; . = no result given.

molecule	IEC-6 tox	aSyn UTR inh	GSK3 alpha inh	HSF1 inhib	HSP90 refold inh	GSK3B inh	KLF5 inh	HIF activator	HSF-1 act	AI-2 QS modul
CNS(=O)(=O)c1cccc(C(=O)OCC(=O)N2CCCC2)c1	1	-16	0	-10	2	10	5	-0.5	0	10
COc1cccc(CN2CCN(Cc3ccc4c(NC(C)=O)cccc4n3)CC2CCO)c1 (centres undefined)	0	-4	-2	-4	0	-3	-13	0.4	-18	-6
COc1ccc(/C=N/NC(=O)c2cc(OC)c(OC)c(OC)c2)cc1CN1CCc2cc(OC)c(OC)cc2C1C (centres undefined)	5	6	5	-25	2	-3	9	1.9	-39	16
CCOc1ccc(/C=C2\SC(=S)N(CC(=O)N(CCO)C(C)(C)C)C2=O)cc1	0	-18	1	6	1	-1	-17	0.0	3	36
Cc1cc(C(=O)CSc2nncs2)c(C)n1-c1ccc2c(c1)OCO2	-1	-153	-2	25	-4	-1	-70	1.8	23	-3
CCCCN(C)C(=O)c1nc2ccccn2c1CN1CCN(C(=O)c2cccs2)CC1	-1	2	0	-4	-3	-3	-23	0.2	-1	11
C=CCn1c(SCC(=O)NCCc2ccccc2)nnc1C1CC1	.	4	8	3	.	0	.	0.0	-12	20
CCCCCn1nc(C(=O)N(CC(C)C)c2c(N)n(CCCC)c(=O)[nH]c2=O)c2ccccc2c1=O	.	8	-5	0	.	2	.	-1.6	10	15
O=C(O)c1ccccc1S(=O)(=O)Cc1ccccc1	4	2	-3	-6	7	-1	-35	-0.2	6	27
NNC(=O)c1cc2ccccc2[nH]1	32*	55	-1	7	4	0	34	1.1	25	12
COc1cccc(NC(=O)Nc2ccc(C(C)(C)C)cc2)c1	10	-1	.	-4	4	1	-114	0.0	-8	-39
COc1ccc(S(=O)(=O)n2nc(OC(=O)c3ccco3)cc2N)cc1	2	-24	1	3	7	0	-23	-0.2	5	20
Nc1ccc(Nc2nc(-c3cc4ccccc4oc3=O)cs2)cc1	-10	-200	1	9	-8	1	-77	0.6	39	18
O=c1[nH]c2ccc(S(=O)(=O)N3CCCCC3)cc2s1	-2	13	-5	3	-3	-3	-6	-0.5	5	24
CN(C(=O)COC(=O)CNC(=O)c1ccc(C(C)(C)C)cc1)c1c(N)n(Cc2ccccc2)c(=O)[nH]c1=O	.	-4	-4	-7	.	-1	.	1.0	-4	3
COc1ccc(NC(=O)NC2(C(=O)N3CCN4CCCC4C3)CCCCC2)cc1 (centres undefined)	-2	-10	-3	0	3	.	-37	0.4	1	.
CCN(CC)c1nc(Nc2ccccc2)nc(Oc2ccc(=O)n(C)n2)n1	7	24	-2	8	-3	3	2	0.3	-12	16
Cc1cccc(-c2noc(CCC(=O)NCC3CCCO3)n2)c1 (centres undefined)	0	27	.	-7	5	1	-35	-0.1	-1	25
OCC1CCCN(c2nc(CN3CCCCC3)nc3scc(-c4ccccc4)c23)C1 (centres undefined)	-1	-9	-1	4	1	0	11	-0.3	8	4
CCCCOc1ccc(C(=O)NCCCC(=O)N2CCCCC2)cc1	-1	10	0	1	-3	-1	-28	-0.4	-11	29
S=c1nc(C23CC4CC(CC(C4)C2)C3)[nH][nH]1	-6	-11	1	0	5	4	-8	-0.1	11	10
COc1cccc(C(=O)Nc2cccc3cccnc23)c1OC	2	-44	0	7	-2	0	-16	-17	17	22
Cc1ccc(-n2c(SCC(=O)N(C)C3CCS(=O)(=O)C3)nc3ccccc3c2=O)cc1 (centres undefined)	5	-25	-1	3	1	1	4	-0.3	-4	4
CSc1nc2nc(C(F)(F)F)cc(-c3ccccc3)n2n1	4	30	-3	1	-3	2	21	-4.5	1	-2
CCOc1ccc(-c2ccc(SC)nn2)cc1	10	76*	20	-12	73*	-15	78*	-5.8	2	16
Cc1ccc(NC(=O)Nc2ccc(Cl)c(Cl)c2)nc1	7	-90	-4	28	0	4	-161	3.3	53*	22
Cc1cc(NC(=O)CSc2nccn2-c2ccc(F)cc2)no1	-3	-13	-4	-6	10	-2	31	-0.2	-7	2
O=C(N/N=C/c1ccccn1)c1ccncc1	6	-49	0	-9	7	-2	-60	-1.5	-12	14
NC(=S)Nc1ncc(C(F)(F)F)cc1Cl	-4	-2	0	-8	0	1	-34	-0.1	-6	11
CCOc1ccccc1NC(=S)N(CCC(C)C)C1CCN(C(C)=O)CC1	2	11	-1	-8	4	-3	-28	0.0	-15	-1
CCCc1c(O)c2ccccc2[nH]c1=O	1	-3	-1	-2	-1	3	-28	0.0	-10	46
COc1ccc(Cn2c(CO)cnc2SCC(=O)Nc2cccc(NC(C)=O)c2)cc1	-3	5	1	-5	-3	2	-8	-0.3	-12	35
CCC(=O)N1N=C(c2ccc(NS(=O)(=O)CC)cc2)CC1c1ccc(C)cc1 (centres undefined)	-8	-30	-3	16	3	2	-16	0.5	19	14
COc1ccc(CNc2nc(NCc3ccc(OC)cc3)n(S(C)(=O)=O)n2)cc1	-3	4	-1	-4	0	-9	2	-0.1	1	8
Cc1cnc(NC(=O)CCCSc2nc3ccccc3s2)s1	4	-29	-4	-10	1	-4	-9	0.3	-10	14
N#Cc1nc(-c2ccccc2)oc1NCc1ccco1	-1	-51	6	6	-5	-2	-49	1.9	0	?
Cc1ccc(CN2CCN(C(=O)CCc3ccccc3)CC2)cc1	1	18	8	-1	0	1	-27	0.9	-23	0
CC(=O)Nc1cccc(NC(=O)Nc2cccc(F)c2)c1	3	-34	.	5	-1	1	-52	0.4	15	34
CCOC(=O)CSc1nc2ccccc2c(=O)n1CC1COc2ccccc2O1 (centres undefined)	4	-10	0	15	6	1	-7	-0.2	29	24
COc1cc(C(=O)OCCN2CCOCC2)ccc1O	1	15	-1	-6	4	5	-18	-0.1	-1	7
COc1ccc(C2N=C(c3ccccc3)NO2)cc1OC (centres undefined)	-1	-142	9	27	-3	-2	-9	2.1	40	8
O=C(CN1CCCN(Cc2ccc(F)cc2Cl)C1=O)NC1CCCCCC1	0	22	-3	4	5	2	5	-0.2	5	18
O=C(NCCS(=O)(=O)N1CCN(c2ccccc2F)CC1)c1cccs1	.	-4	0	-3	.	4	.	-0.3	9	22
CCCCn1c(CN2CCN(c3cccc(Cl)c3)CC2)nc2c1c(=O)n(C)c(=O)n2C	-5	4	-3	-6	-4	2	-8	-0.2	0	10
Cc1noc(C)c1COC(=O)c1cc2c3ccccc3n(C)c2s1	-6	.	-3	.	0	.	1	.	.	.
COc1cc(C(=O)N2CC(C)OC(C)C2)c([N+](=O)[O-])cc1OC (centres undefined)	-4	-10	-4	-3	1	2	-26	-0.2	-10	24
COc1nc(OC)nc(N(C)CCO)n1	3	-18	-3	-10	1	0	-22	0.7	-22	-14
C#CCO[C@@H]1C[C@H](n2cnc3c(NC(=O)c4ccccc4)ncnc32)O[C@@H]1CO	.	-39	0	-4	.	0	.	1.0	-22	20
CN(CC(=O)NCc1ccccc1)Cc1cccc(F)c1	-5	17	-1	-1	12	-2	-22	0.0	-7	24
Cc1ccc2c(c1)C(=O)C(=O)N2CCCOc1ccccc1C	11	-110	-3	-9	-4	-2	-19	2.7	-23	13

(further entries)
molecule	IEC-6 tox	aSyn UTR inh	GSK3 alpha inh	HSF1 inhib	HSP90 refold inh	GSK3B inh	KLF5 inh	HIF activator	HSF-1 act	AI-2 QS modul
COc1ccc2[nH]c(C)c(C(=O)CN3CCN(C/C=C/c4ccccc4)CC3)c2c1	4	22	-2	-4	1	0	-21	-0.9	2	7
Cc1cccc(NC(=O)Cc2ccc(Br)cc2)n1	0	-90	-3	18	-3	-2	-94	3.9	19	14
CC(C)CN(C1CCS(=O)(=O)C1)S(=O)(=O)c1ccc2ccccc2c1 (centres undefined)	.	21	-4	2	.	1	.	-0.7	-4	15
O=C(COC(=O)c1cccnc1Nc1ccccc1F)NCCN1C(=O)CSC1=O	-1	33	-3	-7	0	0	5	-0.2	30	24
COc1ccccc1CNC(=O)C1CCN(S(C)(=O)=O)CC1	2	24	-2	1	-1	1	-8	-0.3	0	23
O=C1c2ccccc2NC(c2cccc([N+](=O)[O-])c2)N1CCc1ccccc1 (centres undefined)	5	-136	-2	14	-4	0	-73	2.0	39	10
O=C(C1CCCN(S(=O)(=O)Cc2ccccc2)C1)N1CCC(Cc2ccccc2)CC1 (centres undefined)	1	21	-3	1	1	2	-13	-0.6	4	35
C=CCn1c(SCC(=O)NC(=O)NCC(C)C)nnc1C1CCCCC1	0	-2	-2	3	-1	1	-22	-0.5	11	14
Cc1ccc(OCCCC(=O)N2CCN(S(=O)(=O)c3cccc(F)c3)CC2)cc1	.	0	0	9	.	-1	.	0.0	-3	7
O=C(CSc1ccsc1[N+](=O)[O-])N1CCN(c2ccccc2)CC1	0	-16	-1	3	1	1	-38	-0.9	21	17
Brc1ccc(-c2csc(N3CCOCC3)n2)cc1	-2	-132	0	12	-2	-1	-119	2.7	36	15
COC(=O)c1ccc(C)c(NC(=O)c2ccc(Cn3cc([N+](=O)[O-])cn3)o2)c1	3	-5	-3	25	-2	-2	-11	-0.2	60*	29
O=C(CCc1c[nH]c2ccccc12)NCc1cccc(Cl)c1	-6	8	0	-8	-4	2	-16	-0.3	14	12
O=C(CC(Cc1ccccc1)C(=O)O)Nc1ccc(Cl)c(Cl)c1 (centres undefined)	-6	-2	-9	-2	-4	5	-29	-0.8	-1	9
COc1ccccc1NC(=O)CCSc1nc(C)cs1	-3	-6	1	-3	3	-2	-16	2.5	1	1
CC(C)CCNC(=O)NC(=O)COC(=O)C1=COCCO1	0	4	-2	-7	4	0	7	0.5	1	-17
CC1CCC2(CC1)NC(=O)N(CC(=O)c1ccc3c(c1)OCO3)C2=O (centres undefined)	-8	-25	-1	-1	-6	2	-22	-0.1	1	19
CN(C)c1ccc(CCc2ccc(N)cc2)cc1	.	84*	-3	-8	.	-12	.	-1.8	-18	-1
